# TDP2 inh – blocks human TDP2 phosphodiesterase activity; actives 0.34% (n = 370,000); recombinant TDP2, T5PNP hydrolysis, p-nitrophenol absorbance 415 nm; inhibition, % at 12.8 µM;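 active = inhibition above the mean of all tested compounds plus 3 SD, set per campaign, cut at about 25% in these data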;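 note: 0% = DMSO with enzyme and 100% = buffer with substrate but no TDP2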
#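 Read-out basis: percent inhibition. System: recombinant human TDP2. Buffer or medium: Mg2+-containing Tris-HCl buffer, pH 7.5. Repeats: single replicate. Timing: reaction 2 h, 37 °C. Benchmarks: high control without enzyme, low control DMSO plus TDP2. Probe or stimulus: 5 mM T5PNP. Doses: 12.8 µM only. Measured by: epi absorbance of p-nitrophenol freed from T5PNP by hydrolysis.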
# PRMT1 FP inh – PRMT1 (human) inhibition, primary screen | AID 652257 | recombinant PRMT1, activity-based probe fluorescence polarization | actives 1.3% (n = 370,000) | inhibition, % at 2.79 µM;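 active = inhibition above about 21% made by adding two undisclosed values, limit read from the data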
# Target sequence (Q99873 whole entry, looked up): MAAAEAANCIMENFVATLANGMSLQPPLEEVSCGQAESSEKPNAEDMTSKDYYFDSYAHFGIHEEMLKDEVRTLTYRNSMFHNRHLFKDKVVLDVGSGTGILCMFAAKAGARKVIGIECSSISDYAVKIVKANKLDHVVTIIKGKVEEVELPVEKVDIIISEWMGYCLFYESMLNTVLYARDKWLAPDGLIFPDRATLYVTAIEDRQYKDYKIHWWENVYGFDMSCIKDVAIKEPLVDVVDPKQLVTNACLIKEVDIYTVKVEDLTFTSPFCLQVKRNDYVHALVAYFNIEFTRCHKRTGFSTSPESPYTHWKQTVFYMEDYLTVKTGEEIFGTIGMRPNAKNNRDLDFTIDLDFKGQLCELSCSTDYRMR
# UHRF1 MBD2 ctr – UHRF1 methyl-DNA binding inhibition; Q96T88; UHRF1 binding to methylated oligo, TR-FRET; inhibition, % at 4.4 µM; actives 0.75% (n = 370,000); AID 687016; in the data active = inhibition above about 21%;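 note: UHRF1 SRA domain binding a hemimethylated CpG hairpin DNA probe; 0% = median of test compound wells and 100% = reference inhibitor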
# proKLK7 act – activates the human kallikrein-7 zymogen | P49862 | purified proKLK7, EDANS-DABCYL substrate fluorescence; 100% is mature enzyme control, 0% vehicle | activation, % at 7 µM | actives 0.9% (n = 370,000) | AID 652039;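 active = activation above the mean of all tested compounds plus 3 SD, computed per campaign excluding outliers beyond control limits, cut at about 13% in these data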
# TCR CD3 inh – inhibitors of human TCR-CD3 interaction; actives 0.37% (n = 360,000); TAMRA-labeled TCR probe fluorescence, biochemical; inhibition, % at 9.4 µM; in the data active = inhibition above about 19%;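 note: recombinant mutant TCR 2C K166C tagged with TAMRA read by polarization; 0% = receptor in buffer alone and 100% = receptor with positive control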
# MBD2 inh – blocks human MBD2 binding to methylated DNA; Q9UBB5; TR-FRET, MBD2 binding to methylated oligonucleotide; inhibition, % at 4.4 µM; actives 0.31% (n = 370,000); AID 686964; in the data active = inhibition above about 13%
# Tn6 DDE FP – inhibitors of Tn6 peptide binding to human fibrin DD(E) | inhibition, % at 8.3 µM | P02675 | Fibrin DD(E) TRITC-Tn6 fluorescence polarization displacement | actives 0.21% (n = 370,000);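 active = inhibition above a per-campaign cutoff: mean of compounds within control limits plus 3 SD, cut at about 15% in these data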;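 note: 0% = median of all compound wells on the plate and 100% = blocking peptide control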
# Tn7 DDE FP – DD(E)-Tn7 binding inhibition, primary FP screen | actives 0.13% (n = 370,000) | FP displacement of FITC-Tn7 peptide from fibrin DD(E); 0% = median of compound wells per plate | P02675 | inhibition, % at 8.3 µM;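 active = inhibition above the mean of compounds falling within the control limits plus 3 SD of them, cut at about 14% in these data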;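 note: 0% = plate median of compound wells and 100% = 10 µM Aha-Tn7 peptide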
#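 Assay system: Fibrin-DD(E) protein isolated from polymerized human fibrin clots; read-out basis: percent inhibition; medium: Tris/NaCl/CaCl2 buffer, pH 7.8; signal: FP measurement; incubation: 10 min plus 3 h, room temperature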
# SIAE inh – blocks human sialic acid acetylesterase; Q9HAT2; actives 0.69% (n = 370,000); inhibition, % at 9.66 µM; AID 1053197; SIAE FP-Rh probe binding, fluorescence polarization;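 active = inhibition above a cutoff: mean of compounds within the control limits plus 3 SD of those, cut at about 17% in these data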;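 note: 0% = plate median of compound wells and 100% = probe without SIAE protein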
# Target sequence (Q9HAT2 whole entry, looked up): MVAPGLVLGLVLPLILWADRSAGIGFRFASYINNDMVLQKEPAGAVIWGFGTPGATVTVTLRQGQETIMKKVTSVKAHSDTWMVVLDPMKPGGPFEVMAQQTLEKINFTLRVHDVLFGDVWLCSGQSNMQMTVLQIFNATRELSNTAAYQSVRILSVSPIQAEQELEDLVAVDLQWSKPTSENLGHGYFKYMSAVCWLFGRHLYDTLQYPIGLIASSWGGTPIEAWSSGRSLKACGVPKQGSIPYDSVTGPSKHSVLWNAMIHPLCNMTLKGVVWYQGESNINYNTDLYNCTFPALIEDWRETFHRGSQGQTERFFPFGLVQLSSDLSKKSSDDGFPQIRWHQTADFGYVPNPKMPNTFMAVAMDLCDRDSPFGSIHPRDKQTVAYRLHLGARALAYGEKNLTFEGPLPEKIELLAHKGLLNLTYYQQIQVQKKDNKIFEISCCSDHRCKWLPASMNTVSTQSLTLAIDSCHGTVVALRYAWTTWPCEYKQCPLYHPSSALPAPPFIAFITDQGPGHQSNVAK
# LEDGF integ inh – blocks HIV-1 LEDGF/p75-dependent DNA integration; actives 0.64% (n = 370,000); AID 743269; TR-FRET IN-LEDGF/p75 DNA integration, Eu/Cy5; inhibition, % at 3.7 µM;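 active = inhibition above the screen-wide mean plus 3 SD, cut at about 13% in these data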;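 note: signal is the Cy5 over europium emission ratio at 671 and 618 nm; 0% = plate median of compound wells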
# * hit, by the source's call.
smiles	LEDGF integ inh	Tn6 DDE FP	proKLK7 act	UHRF1 MBD2 ctr	TDP2 inh	Tn7 DDE FP	SIAE inh	TCR CD3 inh	MBD2 inh	PRMT1 FP inh
COc1cc(-n2c(=O)c3ccccc3n(Cc3ccccc3)c2=O)cc(OC)c1OC	1	0	0.6	0	1	1	6	4	2	2
CCCCN1C(=N)N([C@@H](CCC)CN2CCC[C@H]2CN2C(N)=NC[C@@H]2Cc2ccccc2)C[C@H]1[C@H](C)CC	1	-3	0.3	8	-5	-3	3	-13	9	1
N#C/C(=C(/O)c1cccs1)c1nc2ccccc2[nH]1	-6	0	-3.2	0	-3	2	-5	-5	-2	1
CC(C)(C)c1ccc(-c2conc2N)cc1	0	0	-0.6	2	-1	2	-6	-9	3	2
C/C(=C\c1ccccc1)C(=O)NCc1ccco1	2	1	0.3	1	2	-2	-3	-5	-3	2
CCOc1ccc(NC(=S)N2CCCC2)cc1	-1	4	-0.2	1	-3	4	7	12	4	1
COc1ccc(CCNC(=O)COC(=O)c2ccc(S(=O)(=O)N3CCCC3)cc2)cc1OC	5	-2	-1.0	6	-11	-1	-4	-1	-1	4
COc1cc2c(cc1NC(=O)CN(C)Cc1cccc(OC)c1OC)oc1ccccc12	5	2	-1.9	3	-12	-3	-7	-9	-1	-2
Cc1cc(Cl)ccc1Oc1ncc(-c2ccc(Cl)cc2)cn1	-1	10	0.1	-1	5	2	-3	3	-1	-1
CC(C)(C)OC(=O)NNC(=O)Nc1ccccc1C(F)(F)F	0	-1	0.2	-1	12	12	0	8	0	1
CC(=O)c1cccc(NC(=O)C2=CN3CCS(=O)(=O)N=C3C=C2)c1	-7	-8	0.7	2	-12	-5	5	-2	1	4
O=C(c1ccco1)N1CCN(C(=O)c2cccn3c(=O)c4c5c(sc4nc23)CCCC5)CC1	-1	4	-3.4	-2	13	-4	-4	7	-4	-1

# Reprinted from the part before: 4 compounds, then new ones.
smiles	LEDGF integ inh	Tn6 DDE FP	proKLK7 act	UHRF1 MBD2 ctr	TDP2 inh	Tn7 DDE FP	SIAE inh	TCR CD3 inh	MBD2 inh	PRMT1 FP inh
Cc1cc(Cl)ccc1Oc1ncc(-c2ccc(Cl)cc2)cn1	-1	10	0.1	-1	5	2	-3	3	-1	-1
CC(C)(C)OC(=O)NNC(=O)Nc1ccccc1C(F)(F)F	0	-1	0.2	-1	12	12	0	8	0	1
CC(=O)c1cccc(NC(=O)C2=CN3CCS(=O)(=O)N=C3C=C2)c1	-7	-8	0.7	2	-12	-5	5	-2	1	4
O=C(c1ccco1)N1CCN(C(=O)c2cccn3c(=O)c4c5c(sc4nc23)CCCC5)CC1	-1	4	-3.4	-2	13	-4	-4	7	-4	-1
O=C(NCCCNC(=O)c1cccs1)c1cccs1	1	2	0.2	5	-8	1	1	-4	-2	4
Cc1sc2nc(CSC(C)C(=O)Nc3ccc(Cl)cn3)[nH]c(=O)c2c1C (stereo not drawn)	-2	-1	0.0	-1	-2	3	-6	-5	0	6
CC(CCc1ccccc1)NC(=O)C1CCN(S(=O)(=O)c2ccc(F)cc2)CC1 (stereo not drawn)	3	-2	0.1	3	-3	-2	-4	3	-4	0
Clc1ccc(Nc2nc(-c3ccncc3)cs2)cc1	-2	9	0.2	0	-1	6	3	2	-2	-2
CCCc1nnc(NC(=O)CCC(=O)N2CCN(Cc3ccc(Cl)cc3)CC2)s1	7	3	0.1	1	13	0	0	0	-3	-4
CCCCN(C(=O)NC(=O)Nc1nc2ccc(OC)cc2s1)S(C)(=O)=O	-5	5	1.4	-3	1	6	2	7	3	5
CCC/C=C/c1ccc(CN2C(C)C(=O)N(Cc3cn(CCC4OCCO4)nn3)CCS2(=O)=O)cc1 (stereo not drawn)	-1	-9	0.2	0	7	-3	-7	1	-1	0
COC(=O)c1cc2c(c3c4ccccc4n(S(=O)(=O)c4ccc(OC)cc4)c13)C(=O)N(Cc1ccc(C(F)(F)F)cc1)C2	9	4	0.3	1	-2	-1	-3	6	0	-2
CC[C@]12c3[nH]c4ccc(Cl)cc4c3CCN1C(=O)[C@@H](CC(=O)NCCCn1ccnc1)C[C@@H]2C(=O)N1CCN(C(=O)c2ccco2)CC1	4	-1	-0.8	1	2	-2	-5	5	-7	3
COC(=O)c1cn(C(=O)c2cc(Br)ccc2Cl)c2ccccc12	1	3	0.0	0	7	-4	-6	7	1	1
O=C(CCc1nc2ccccc2c(=O)[nH]1)OCc1ccccc1F	-1	4	-0.7	4	6	4	2	-6	-2	2
COc1ccc(Nc2cc(C)nc(N)n2)cc1	-4	2	-0.4	3	2	-2	-5	-12	3	1
COc1ccc(C(O)C2c3c(cc4c(c3OC)OCO4)CCN2C)c(CO)c1OC (stereo not drawn)	-3	7	1.1	1	-3	0	2	13	-8	1
Cc1ccc(C)c(N2CCN(C(=O)CN3C(=S)NC(C)(C)CC3C)CC2)c1 (stereo not drawn)	4	6	-0.2	2	-8	-5	-1	4	-2	-7
Cc1ccc(/C=N/n2cnnc2)s1	2	-3	-0.5	-1	-2	-10	0	3	1	3
O=C(OC(C(=O)NCc1ccc2c(c1)OCO2)c1ccncc1)c1ccc(Cl)nc1 (stereo not drawn)	4	-3	0.1	2	-12	0	-3	6	-2	-2
O=C(NCCc1ccco1)C(=O)NCC1CCCN1S(=O)(=O)c1ccccc1 (stereo not drawn)	3	0	0.5	-2	5	2	6	0	4	0
O=C(Nc1ccccc1-c1nnn(CC(=O)N2CCOCC2)n1)c1ccc(F)cc1	2	4	0.7	-2	7	2	0	-1	-3	0
COc1ccc(C)cc1S(=O)(=O)Nc1cc2c3c(c1)CCN3C(=O)CC2	-7	10	-0.3	2	-17	-1	4	-9	3	0
COc1ccc(C(=O)OCC(=O)c2ccc3c(c2)NC(=O)CO3)cc1[N+](=O)[O-]	4	-5	0.1	1	-3	-2	-15	6	0	1
O=C(C1=C(O)C(=O)N(c2ccccc2)C1c1ccc([N+](=O)[O-])cc1)c1cccs1 (stereo not drawn)	3	-4	-0.6	11	-7	-1	-3	-6	-5	1
O=C(NCc1cccs1)c1ccc2c(c1)OCCO2	4	-6	0.2	2	-18	-2	4	0	-3	-1
O=C(Nc1ccc(F)cc1)c1cccc(N2C(=O)c3ccccc3C2=O)c1	-4	5	0.4	0	10	-2	-10	0	0	2
O=C(Nn1cnc2ccccc2c1=O)c1ccc(F)cc1Cl	2	5	0.2	1	8	-1	-4	-2	2	0

# Ordered by the number under TDP2 inh (highest first): 3 of the compounds above
smiles	LEDGF integ inh	Tn6 DDE FP	proKLK7 act	UHRF1 MBD2 ctr	TDP2 inh	Tn7 DDE FP	SIAE inh	TCR CD3 inh	MBD2 inh	PRMT1 FP inh
O=C(Nn1cnc2ccccc2c1=O)c1ccc(F)cc1Cl	2	5	0.2	1	8	-1	-4	-2	2	0
Cc1ccc(/C=N/n2cnnc2)s1	2	-3	-0.5	-1	-2	-10	0	3	1	3
O=C(NCc1cccs1)c1ccc2c(c1)OCCO2	4	-6	0.2	2	-18	-2	4	0	-3	-1

# Continuation.
smiles	LEDGF integ inh	Tn6 DDE FP	proKLK7 act	UHRF1 MBD2 ctr	TDP2 inh	Tn7 DDE FP	SIAE inh	TCR CD3 inh	MBD2 inh	PRMT1 FP inh
CC(C)n1cnc2c(N(C)c3ccccc3)nc(N(CCN(C)C)Cc3ccccc3)nc21	2	7	-0.7	-1	1	3	0	2	-5	-1
Cc1ccc(OC2CCN(C(=O)[C@@H](Cc3ccccc3)NC(=O)[C@H]3O[C@@H](n4ccc(=O)[nH]c4=O)[C@H](O)[C@@H]3O)CC2)cc1	-3	1	0.4	-1	-3	7	-4	2	-5	-5
CC(=O)O[C@]1(C(C)=O)CC[C@H]2[C@@H]3C=C(Cl)C4=CC(=O)CC[C@]4(C)[C@H]3CC[C@@]21C	-2	1	0.8	-4	-4	3	-2	-1	-1	1
Cc1ccc(OCCC(=O)NNC(=O)c2ccncc2)cc1	2	5	-0.5	0	4	-3	1	-6	1	-2
O=C(NCCO)/C(=C\c1cccc([N+](=O)[O-])c1)NC(=O)c1ccco1	-2	2	0.6	-3	2	5	2	-3	3	0
Cc1cnc(NC(=O)CSc2nnc(COc3c(C)cccc3C)o2)s1	6	1	0.1	0	-3	1	4	-10	6	38*
Cc1ccc(NC(=O)COc2cccnc2[N+](=O)[O-])cc1S(=O)(=O)N1CCOCC1	-4	4	-0.1	-2	-3	8	1	1	-6	-1
COc1ccc(-c2noc(CN(C)Cc3ccccc3)n2)c(OC)c1OC	0	7	-0.3	2	6	3	-6	-8	-4	2
CCn1c(C)nnc1SCC(=O)Nc1ccc(Cl)cc1	4	5	0.2	-1	-6	-2	2	4	-4	-3
COc1ccccc1CCn1cnc(C)c1CC(C)C	-2	-1	0.2	3	-8	3	-4	-8	8	5
O=C(CSc1nnnn1-c1ccc(F)cc1)Nc1ccccc1F	2	-4	0.0	-2	6	0	-12	2	-2	3
COc1ccc(S(=O)(=O)N2CCN(c3ccccn3)CC2)cc1[N+](=O)[O-]	2	2	0.0	6	2	-6	-7	0	1	-1
CC1CCN(C(=O)COC(=O)C2CCN(S(=O)(=O)c3ccc(Cl)c(C(F)(F)F)c3)CC2)CC1	6	8	0.1	0	3	4	17	2	-7	-3
CC(C)n1cc(/C=N\NC(=O)c2cc3c(ccc4ccccc43)o2)c2ccccc21	4	-8	-2.1	4	6	5	4	-12	5	2
CC(C)c1ccc(CC(=O)N2CCC2(C)C(=O)NCCC#N)cc1 (stereo not drawn)	2	-2	-0.1	1	-2	0	-3	0	-6	-8
C#CCOCCOCCOCCNc1nc(N2CCN(C(=O)Cn3cc(CCCN=C(N)N)nn3)CC2)nc(N2CCN(C(=O)[C@H]([C@@H](C)CC)n3cc(CCC(=O)O)nn3)CC2)n1	1	-1	0.5	1	-1	-2	-7	1	0	1
O=C1C2CC=CCC2C(=O)N1Nc1ccccc1 (stereo not drawn)	2	-3	0.1	2	9	-1	2	-2	3	5
